mHtt clearance: clearance of mutant huntingtin inclusions, primary screen, imaging, HeLa Exon1htt(103Q)mCFP, confocal imaging. aggregate imaging; zero = plate's median compound well. inhibition, % at 1.5 µM. hit rate 0.42% among 47,000;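 active means inhibition of aggregate fluorescence above about 70%, also judged a hit by eye on the cell image, limit read from the data, passing the limit was not always enough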;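 further: cells exposed to compound for three days before fixation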
mHtt clearance grain fraction: recorded beside mHtt clearance, whose call it bears; fraction fluorescence in grains; measured here: aggregate grain fluorescence fraction; active compounds read low;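 scaled fraction of total cell fluorescence in grains with unit not stated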
Starred values were filed as active, the others as inactive.

SMILES	mHtt clearance	mHtt clearance grain fraction
O=C(Nn1c(=O)[nH]c2ccccc2c1=O)c1ccco1	9	28
CC(C)[C@H](NC(=O)Nc1ccc(S(N)(=O)=O)cc1)C(=O)O	-65	56
Cc1c(C(=O)NCC2COc3ccccc3O2)oc2ccc(S(=O)(=O)N3CC(C)CC(C)C3)cc12 (stereo not given)	24	24
Cc1nnc(SCC(=O)Nc2ccc(N3CCOCC3)cc2)o1	48	8.7
COc1ccc(C(=O)NC(CC(C)C)C(=O)O)cc1OC (stereo not given)	-25	35
O=C(COC(=O)c1ccc2ccccc2n1)Nc1ncc(C(F)(F)F)cc1Cl	9	19
Cn1c(=N)n(CC(O)c2ccccc2)c2ccccc21 (stereo not given)	45	10
O=C(CSc1nc2ccccc2c(=O)n1Cc1ccco1)NCc1ccco1	-3	20
Cc1ccccc1Cn1cc(/C=N/n2cnnc2)c2ccccc21	-38	25
CCOC(=O)c1sc(NCC2CCCO2)nc1C (stereo not given)	22	15
COC(=O)c1ccc(C(=S)N2CCOCC2)cc1	17	16
O=C(CN1CCN(c2ccc(Cl)cc2)CC1)c1ccc2c(c1)OCO2	38	14
COC(=O)C1(C)NC(c2cccs2)C2C(=O)N(c3ccccc3F)C(=O)C21 (stereo not given)	10	42
CC1Cc2nc(SCC(=O)Nc3nccs3)n(C)c(=O)c2S1 (stereo not given)	-13	35
Cc1oc2cc(OC(C)C(=O)O)ccc2c(=O)c1Oc1ccccc1 (stereo not given)	43	11
CN(C)/C=C(\C#N)C(=O)c1cccnc1Oc1cccc(F)c1	-1	39
CCN(CC)S(=O)(=O)c1ccc2[nH]cc(C(=O)NCCN3CCCCC3C)c(=O)c2c1 (stereo not given)	-29	47
C=CCn1c(SCC(=O)Nc2cc(NC(C)=O)ccc2OC)nnc1-c1cccnc1	-4	36
O=C1c2ccccc2C(=O)C12OC(c1ccccc1)C1(C(=O)c3ccccc3C1=O)C2c1ccc([N+](=O)[O-])cc1 (stereo not given)	57	7.5
CC1CCCC(C)N1c1nnc(NC(=O)c2cc(-c3ccc(Br)cc3)on2)s1 (stereo not given)	-10	41
CCC(=O)Nc1nc2ccc(NC(C)=O)cc2s1	40	13
COCCn1c(C)cc(C(=O)CSc2ccc(NC(C)=O)cc2)c1C	-43	31
COC(=O)c1c(NC(=O)c2cccnc2)sc(C)c1C	22	16
C=CCn1c(N2CCCC2)nc2c1c(=O)[nH]c(=O)n2C	5	33
CC(=O)Nc1ccc(S(=O)(=O)Nc2ccc(S(=O)(=O)N3CCCCCC3)cc2)cc1	-36	29
CCc1ccc(NC(=O)Cn2c(=O)oc3cc(S(=O)(=O)N4CCOCC4)ccc32)cc1	-16	56
COc1cc(/C=C2/S/C(=N/S(=O)(=O)c3ccccc3)NC2=O)c([N+](=O)[O-])cc1OC	-31	26
COc1ccc(-c2nc(CS(=O)CC(=O)NCc3ccc4c(c3)OCO4)c(C)o2)cc1 (stereo not given)	44	26
Cc1ccc2cc(C#N)c(NCCNC(=O)C3CCC3)nc2c1C	60	15
CC(C)(CN1CCCCC1)NS(=O)(=O)c1ccc(Cl)cc1	15	15

14 compounds out of the list, ordered by SMILES length, largest number first:
SMILES	mHtt clearance	mHtt clearance grain fraction
O=C1c2ccccc2C(=O)C12OC(c1ccccc1)C1(C(=O)c3ccccc3C1=O)C2c1ccc([N+](=O)[O-])cc1 (stereo not given)	57	7.5
COc1cc(/C=C2/S/C(=N/S(=O)(=O)c3ccccc3)NC2=O)c([N+](=O)[O-])cc1OC	-31	26
CCN(CC)S(=O)(=O)c1ccc2[nH]cc(C(=O)NCCN3CCCCC3C)c(=O)c2c1 (stereo not given)	-29	47
CC(=O)Nc1ccc(S(=O)(=O)Nc2ccc(S(=O)(=O)N3CCCCCC3)cc2)cc1	-36	29
COc1ccc(-c2nc(CS(=O)CC(=O)NCc3ccc4c(c3)OCO4)c(C)o2)cc1 (stereo not given)	44	26
COC(=O)C1(C)NC(c2cccs2)C2C(=O)N(c3ccccc3F)C(=O)C21 (stereo not given)	10	42
C=CCn1c(SCC(=O)Nc2cc(NC(C)=O)ccc2OC)nnc1-c1cccnc1	-4	36
O=C(CN1CCN(c2ccc(Cl)cc2)CC1)c1ccc2c(c1)OCO2	38	14
Cc1oc2cc(OC(C)C(=O)O)ccc2c(=O)c1Oc1ccccc1 (stereo not given)	43	11
CN(C)/C=C(\C#N)C(=O)c1cccnc1Oc1cccc(F)c1	-1	39
Cc1ccc2cc(C#N)c(NCCNC(=O)C3CCC3)nc2c1C	60	15
COC(=O)c1c(NC(=O)c2cccnc2)sc(C)c1C	22	16
COC(=O)c1ccc(C(=S)N2CCOCC2)cc1	17	16
CCOC(=O)c1sc(NCC2CCCO2)nc1C (stereo not given)	22	15

Next section.
SMILES	mHtt clearance	mHtt clearance grain fraction
Nn1c(N2CCCCC2)nc2ccccc21	-56	25
CCCc1nnc(SCC(=O)N2C(C)CCCC2C)n1CC1CCCO1 (stereo not given)	61	9.2
CC1(C)CC(=O)C=C(NCC2CCCO2)C1 (stereo not given)	-27	38
Cc1ccc(Cn2nnc3c(=O)[nH]c(C4CCN(S(=O)(=O)c5ccccc5)CC4)nc32)cc1	8	34
Cc1ccccc1Cn1c(C(=O)OC(C)C)cc2c1ccn2C	52	19
CCn1c(=O)c2c(n3cnnc13)-c1ccccc1CC21CCCCC1	-37	28
Nc1c(C(=O)NCc2ccco2)sc2nc3c(cc12)C(=O)CCC3	20	16
O=C(Nc1ccc2c(c1)OCO2)c1ccc[n+]([O-])c1	56	18
CCCCn1c(CN2CCN(c3ccccc3)CC2)nc2c1c(=O)n(C)c(=O)n2C	54	14
CCn1c(Cc2ccc(OC)cc2)nnc1SCC(=O)Nc1nc2ccccc2s1	-11	22
Cc1ccccc1Cn1nc(C)c(NC(=O)c2noc3c2CC(C(C)(C)C)CC3)c1C (stereo not given)	26	27
COc1ccc(NCc2nnc(SCC(=O)Nc3cccc(C)c3)o2)cc1	46	18
Cc1cc(=O)n2nc(-c3ccccc3)sc2n1	-40	28
Cc1cc(OCCN2CCCC2)ccc1C(C)C	-2	38
Cc1nnc(NC(=O)CN2C(=O)c3ccccc3S2(=O)=O)s1	24	18
Cc1ccc(Nc2nc(N)nc(CN3CCN(c4ccccc4)CC3)n2)cc1Cl	10	31
O=S(=O)(NCc1ccncc1)c1ccc(S(=O)(=O)NCC2CCCO2)cc1 (stereo not given)	-6	21
COc1cccc(-c2nnc(-c3ccc(C(F)(F)F)cc3)o2)c1OC	-20	24
Cc1ccccc1CN1CCN(CC(=O)NCc2ccc3c(c2)OCO3)C1=O	-18	39
CCOC(=O)c1cc(-c2ccc(C)cc2)n(CC(=O)NCc2ccco2)c1C	-287	192
CCCCCn1c(SCCOCC)nc2c1c(=O)[nH]c(=O)n2C	-54	74
CCOC(=O)COn1c(=O)c(C)[n+]([O-])c2ccccc21	-19	23
Cc1ccc(S(=O)(=O)N2CCCCC2)cc1C(=O)c1nccn1C	-72	63
COc1ccc(S(=O)(=O)N(CC(=O)NC(C)C)Cc2ccccc2)cc1	-7	21
CCCC1(C(=O)OC)NC(c2ccco2)C2C(=O)N(c3ccc(C)cc3)C(=O)C21 (stereo not given)	5	27
CCc1ccccc1N(CC(=O)O)S(C)(=O)=O	0	19
CCCCn1c(=N)n(CC(=O)C(C)(C)C)c2ccccc21	31	13
CCOc1ccccc1NC(=O)C1CCN(S(=O)(=O)c2c(C)nn(C)c2C)CC1	9	37
COC(=O)c1ccccc1NC(=O)COc1ccc(S(=O)(=O)N2CCCC2)cc1C	29	14
COc1cccc(Nc2ncccc2C(=O)NCc2ccccc2)c1	-152	51
Cc1ccc(S(=O)(=O)Nc2ccccc2-c2ccccc2NS(=O)(=O)c2ccc(C)cc2)cc1	-27	39
COc1ccc(N2C(=O)C3CCCN3C2c2cccc(OC)c2OC)cc1 (stereo not given)	-15	47
COc1ccc(-c2nnc(-c3cc4ccccc4oc3=O)o2)cc1	-41	25
O=C(O)CCCCCNc1nc(=S)[nH]c2ccccc12	20	37
Cc1cc2c(=O)n(CC(=O)N3CCN(c4ccccc4)CC3)cnc2s1	-12	50
CCOC(=O)N1CCC(N2CC34C=CC(O3)C(C(=O)Nc3ccc(C)cc3)C4C2=O)CC1 (stereo not given)	-76	63
COc1ccccc1NC(=O)c1cccs1	-33	38
CC(C)(C)C(=O)NCCN1CCN(C(=O)C(C)(C)C)CC1	45	11
CC(C)n1c(NCc2cc(Cl)ccc2O)nc2ccccc21	8	48
Cc1ccc(-n2c(SCC(=O)N3CCOCC3)nnc2-c2ccncc2)cc1	-26	23
COC(=O)C1=C(CN2CCSCC2)NC(=O)NC1c1cc(C)ccc1C (stereo not given)	22	14
COC(=O)C1C(=O)C2=C(CC1C)NC(C)=C(C(=O)OCCOc1ccccc1)C2c1ccc(C)o1 (stereo not given)	5	17
CCOC(=O)Nc1nnc(-c2ccc(OC)c(OC)c2)s1	-2	37
O=C(O)C(Cc1ccccc1)n1cccc1 (stereo not given)	-32	45
O=C(C(NS(=O)(=O)c1cccs1)c1ccccc1)N1CCN(c2ccccc2)CC1 (stereo not given)	-32	49
CCn1c(SCC(=O)N2CCN(c3ccccc3)CC2)nnc1-c1ccncc1	41	10
O=C(c1ccccc1NS(=O)(=O)c1cccc([N+](=O)[O-])c1)N1CCOCC1	-29	40
Cc1ccc(C(=O)COC(=O)c2cnccn2)cc1	64	13
CCOC(=O)c1cnc2ccc(Cl)cc2c1NCCN(C)C	39	11
COC(=O)c1ccc(Cl)c(NC(=O)CN2CCN(Cc3ccccc3)CC2)c1	-47	29
N#CC1=C(N)Oc2n[nH]c(CSc3ccccc3)c2C12C(=O)Nc1ccccc12 (stereo not given)	-54	26
C=CCn1c(CSCc2ccccc2)nnc1SCC(=O)NCc1ccccc1	-16	44
CCCCN(C(=O)CNC(=O)c1cccs1)C(C(=O)NC1CCCCC1)c1cccnc1 (stereo not given)	37	12
COc1ccccc1N1CCN(c2cc(=O)n(Cc3ccc(F)cc3)c(=O)[nH]2)CC1	-21	41
Cc1cc(C)n2c(SCC(=O)Nc3ccc(Cl)cn3)nnc2n1	-16	34
CCOc1ccc(OCC)c(NC(=O)C2CCCN(S(=O)(=O)c3c(C)noc3C)C2)c1 (stereo not given)	14	31
COc1ccc2[nH]c(=O)c(CN(Cc3ccco3)C(=O)c3ccccc3)cc2c1	-15	42
COc1cccc(C(O)CC(N)=O)c1 (stereo not given)	8	19
CCOC(=O)/C(=N\Nc1ccccc1)S(=O)(=O)c1ccccc1	-64	32
Cc1ccc(NC(NC(=O)c2cccs2)C(Cl)(Cl)Cl)cc1 (stereo not given)	-8	33

Quoted at random: two compounds from above, in no set order.
SMILES	mHtt clearance	mHtt clearance grain fraction
Cc1ccc(NC(NC(=O)c2cccs2)C(Cl)(Cl)Cl)cc1 (stereo not given)	-8	33
CCn1c(SCC(=O)N2CCN(c3ccccc3)CC2)nnc1-c1ccncc1	41	10

Going on with the list:
SMILES	mHtt clearance	mHtt clearance grain fraction
COC(=O)Nc1nnc(CC(=O)Nc2ccccc2C)s1	-41	26
CCC(C)(C)n1nnnc1C(c1cccnc1)N1CCCc2ccccc21 (stereo not given)	41	21
COc1ccc2[nH]c(=O)c(CN(CCO)C(=O)c3cccs3)cc2c1	-34	50
CCCc1ccc(Oc2cn[nH]c2-c2ccc(O)cc2O)cc1	5	18
COc1cc(NC2=CC(=O)CC(C)(C)C2)cc(OC)c1OC	-70	31
Cc1c(NC(=O)Cn2cnc3c(=O)n(C)c(=O)n(C)c32)cccc1-c1nc2ccccc2o1	-53	27
O=C(COc1ncnc2ccccc12)NCCCN1CCCC1=O	-73	31
CC1(C)CC2(CCO1)N1CC3(C)CN2CC(C)(C1)C3=O (stereo not given)	4	18
CCOC(=O)c1c(C)oc2ccc(O)c(CN3CCCCC3)c12	-36	22
Cc1ccc(C)c(OCC(=O)Nn2c(C)nc3ccccc3c2=O)c1	23	31
Cc1occc(=O)c1OC(=O)Nc1ccccc1	40	20
CC(=O)N1CCN(c2ccc(NC(=O)c3cccc(OCc4ccccc4)c3)cc2)CC1	14	34
CCOC(=O)c1ccccc1NC(=O)c1ccc(NS(C)(=O)=O)cc1	-43	28
O=C(Cn1nnc(-c2ccccc2F)n1)Nc1ccc2c(c1)OCO2	22	30
COc1ccccc1-c1nnn(CC#N)n1	-13	41
CN1C(=O)C(CC(=O)Nc2ccc3c(c2)Cc2ccccc2-3)N(C)C1=O (stereo not given)	3	18
CC(=O)c1noc(C)c1C(=O)Nc1nccs1	22	25
S=C(Nc1cccc2ccccc12)NN1CCOCC1	-2	31
O=C1CCCC(O)=C1C1NCCc2ccccc21 (stereo not given)	-41	28
Cc1cc(C(=O)CSc2nnc(-c3ccc(OC(F)F)cc3)o2)c(C)n1Cc1cccs1	-37	50
O=C(c1ccccc1Sc1cccc2ccccc12)N1CCOCC1	0	18
O=C(Nc1ccccc1-c1ccccc1)NC1CCN(CC(=O)N2CCOCC2)CC1	0	44
COc1ccc2oc(=O)c(C(=O)N3CCN(c4ccccc4F)CC3)cc2c1	-209	61
COC(=O)CN(c1ccc(C)c(Cl)c1)S(C)(=O)=O	-12	22
CCNc1nc(N)nc(Oc2ccc(OCc3ccccc3)nn2)n1	11	34
COC(=O)Cn1cnc2sc(C)c(S(=O)(=O)N3CCN(c4ccccc4OC)CC3)c2c1=O	-20	39
CCOc1ccc(-c2nnn(CC(=O)N3CCCC3)n2)cc1OCC	-16	25
CCn1nnnc1SCC(=O)Nc1cccc(NC(C)=O)c1	6	20
CC1=CCC2C(=O)N(c3cc(C)on3)C(=O)C2C1 (stereo not given)	-50	29
COc1cccc(NC(=O)c2nn(C)cc2Br)c1	22	16
Cc1ccc(CS(=O)(=O)CCC(=O)N2CCOCC2)cc1	6	19
Cc1ccc(S(=O)(=O)Cn2nnnc2CN2CCN(C(=O)c3ccco3)CC2)cc1	6	32
COC(=O)CSc1nnc(CNC(=O)c2ccccc2OC)n1-c1ccc(OC)cc1	-64	31
CCOC(=O)Nc1ccc2c(c1)N(C(=O)N1CCN(C)CC1)c1ccccc1S2	21	34
CCN(CCCNC(=O)C1CCCN(S(=O)(=O)c2cnc[nH]2)C1)c1ccccc1 (stereo not given)	-16	36
O=C(NCCN1CCOCC1)C1CCC(=O)N1Cc1ccccc1Cl (stereo not given)	1	18

This is a subset; rates above refer to the full screens.
